High-throughput results: PubChem, Broad Institute
C2C12 statin = protects C2C12 myotubes from simvastatin toxicity | rescue of ATP level, % at 7.49 µM | 0.78% of 330,000 active | ATP luminescence, 48 h; scaled: DMSO 0, geranylgeraniol control 100 | AID 602340;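 active means mean ATP rescue above about 67%, or every replicate alone reaching that limit, limit read from the data, passing the limit was not always enough; inconclusive means no clear call, values can overlap the other calls; inactive means mean under the limit and some replicate under it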;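 further: myotubes were challenged with 10 µM simvastatin during compound exposure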
Casp6 inh = caspase-6 (human) enzyme inhibition; P55212; inhibition, % at 12.5 µM; 0.53% of 350,000 active; purified caspase-6, Z-VEID-R110 cleavage fluorescence;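 active means mean inhibition across replicates at least about 35%, with every replicate also reaching that limit, limit read from the data; inconclusive means only one of the two criteria met; inactive means neither criterion met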;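 further: 0% = median of neutral control wells and 100% = no fluorescence left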
Target sequence (P55212 24-179 limits assumed): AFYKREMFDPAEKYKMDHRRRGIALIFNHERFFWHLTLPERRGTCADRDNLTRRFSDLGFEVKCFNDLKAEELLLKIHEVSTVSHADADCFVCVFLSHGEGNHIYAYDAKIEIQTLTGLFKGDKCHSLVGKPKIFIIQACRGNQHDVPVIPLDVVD
Target sequence (P55212 194-293 limits assumed): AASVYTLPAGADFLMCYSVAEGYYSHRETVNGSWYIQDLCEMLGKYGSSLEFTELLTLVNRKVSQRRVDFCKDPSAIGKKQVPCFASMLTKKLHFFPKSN
SIRT5 block = inhibitors of human sirtuin-5 desuccinylase; inhibition, % at 15 µM; Q9NXA8; 1.1% of 330,000 active; Purified SirT5, succinyl-peptide AMC, trypsin-coupled fluorescence; in the data active means inhibition above about 15%; inconclusive means no clear call, values can overlap the other calls
Target sequence (Q9NXA8 whole entry, looked up): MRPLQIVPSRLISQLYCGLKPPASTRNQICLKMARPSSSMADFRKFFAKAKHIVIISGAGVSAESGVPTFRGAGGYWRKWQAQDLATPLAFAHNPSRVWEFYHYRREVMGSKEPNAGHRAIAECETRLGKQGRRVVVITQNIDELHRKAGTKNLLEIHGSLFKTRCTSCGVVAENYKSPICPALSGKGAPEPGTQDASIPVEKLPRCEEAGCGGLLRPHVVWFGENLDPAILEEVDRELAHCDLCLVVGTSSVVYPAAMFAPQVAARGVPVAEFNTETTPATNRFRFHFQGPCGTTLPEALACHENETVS
FN deposition inh = fibronectin deposition inhibition | 0.086% of 350,000 active | AH1F fibroblasts, Alexa488-fibronectin deposition fluorescence, overnight | inhibition, % at 12.6 µM;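 active means mean inhibition across replicates of 30% or more, regardless of how many single replicates reach that level; inconclusive means mean under 30% yet at least half of replicates reach 30%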;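 further: positive control wells lacked labelled fibronectin entirely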
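Material: AH1F fibroblasts assembling fluorescent fibronectin matrix; amount: 10000 AH1F cells/well; medium: DMEM, 2% serum; reagent: Alexa488-fibronectin, 24 nM final in well; dosing: single compound dose, delivered by pin transfer; incubation: 1 h adhesion, overnight exposure; detection: fluorescence after three HBSS washes, excitation 485 nm, emission 525 nm; measure: fibronectin deposition inhibition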
LGR2 antag = inhibitors of bursicon-induced Drosophila LGR2 receptor cAMP signaling | HEK293 LGR2, CRE-luciferase, bursicon-stimulated, 4 h | inhibition, % at 9.99 µM | 0.35% of 380,000 active;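 active means drop in luminescence signal, shown as inhibition above about 50% in the replicate tests, limit read from the data, passing the limit was not always enough; inconclusive means probably only some replicates passing the limit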;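 further: agonist challenge used bursicon conditioned medium at about half maximal strength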
esBAF inh = blocks esBAF chromatin remodeling in mouse ES cells. 2% of 350,000 active. AID 602393. Bmi1-luciferase knock-in reporter, 24 h; 100% = twice the neutral-well signal. reporter increase, % at 12.5 µM; in the data active means activation above about 40%; inconclusive means no clear call, values can overlap the other calls;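 further: 0% = median of the plate's neutral control wells and 100% = double that signal; a rise in the Bmi1 reporter signal indicates esBAF inhibition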
S100A4 MyoIIA = inhibitors of human S100A4 binding to myosin IIA peptide; 0.14% of 360,000 active; P26447; S100A4/TAMRA-MyoIIA peptide fluorescence polarization; inhibition, % at 10.7 µM; AID 652163;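 active means mean inhibition of at least 70% across replicates, with every replicate also reaching that level; inconclusive means mean inhibition reaches 70% but some replicates fall short; inactive means mean inhibition below 70%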
Target sequence (P26447 whole entry, looked up): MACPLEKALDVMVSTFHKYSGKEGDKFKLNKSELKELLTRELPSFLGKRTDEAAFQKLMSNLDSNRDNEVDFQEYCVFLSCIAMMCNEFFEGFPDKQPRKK
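incubation = readout 5 min after mixing, signal stable up to 60 min | system = S100A4 monomer protein | buffer or medium = HEPES pH 7.2 with CaCl2, KCl, NaCl, DTT, Triton | benchmarks = neutral control DMSO, positive control TFP | also added = fluorescent myosin IIA peptide, 5 nM | compound dosing = one concentration per compound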
* marks the source's active call; other numbers are inactive results; ? = inconclusive; nt = no result given; & = joins results of further samples. This is a subset; the hit share may differ from the screen's.

nr | Molecule | C2C12 statin | Casp6 inh | SIRT5 block | FN deposition inh
1 | Cc1ccc(S(=O)(=O)N2[C@@H](c3ccc(Cl)cc3)C(C(=O)O)=CC[C@H]2c2ccc(Cl)cc2)cc1 | 7 | 22 | 7 | -1
2 | CN(Cc1ccon1)C(=O)C1CCN(C2CCN(CCCc3ccccc3)CC2)CC1 | 3 | -24 | -7 | nt
3 | CC(C)C(=O)Nc1cc(S(=O)(=O)Nc2cccc(Cl)c2)ccc1Cl | nt | 1 | 0 | 5
4 | COCCCN1Cc2cccc(C(=O)O)c2C1=O | 10 | 0 | 2 | 0
5 | CC(SCc1ccccc1)C(=O)NCc1ccccn1 (configuration not stated) | nt | -2 | nt | -1
6 | C[C@H](O)C#Cc1ccc([C@@H]2[C@@H](CO)N3CCCCN(C(=O)c4ccc5c(c4)OCO5)C[C@@H]23)cc1 | -16 | 1 | 1 | -9
7 | O=C(NC(Cc1ccc(O)cc1)C(=O)O)/C(=C/c1ccccc1)NC(=O)c1ccccc1 (configuration not stated) | 5 | 0 | -2 | -2
8 | O=C(NNC(=O)c1cc(-c2ccccc2)nc2ccccc12)c1csc(N2CCOCC2)n1 | 11 | 3 | -1 | -3

nr | LGR2 antag | esBAF inh | S100A4 MyoIIA
1 | 5 | 2 | 7
2 | -5 | -7 | -18
3 | -7 | nt | -2
4 | 18 | 1 | 0
5 | 5 | nt | -1
6 | 0 | 22 | 4
7 | 7 | -1 | -1
8 | 10 | 2 | -2

Carrying on:
nr | Molecule | C2C12 statin | Casp6 inh | SIRT5 block | FN deposition inh
9 | COc1ccc(NC2=C(C(C)=O)C(c3ccc(N(C)C)cc3)C(C(C)=O)C(C)(O)C2)cc1 (configuration not stated) | nt | 3 | 0 | -11
10 | O=C(COc1ccc(Cl)cc1)NCCNc1ccc([N+](=O)[O-])cc1 | 4 | 1 | -1 | 10
11 | COc1ccc(CN(C)C[C@@H]2Oc3c(NC(=O)Nc4ccc(C(F)(F)F)cc4)cccc3C(=O)N([C@@H](C)CO)C[C@H]2C)cc1 | -13 | -4 | 0 | nt
12 | CCNC(=O)[C@@H]1[C@@H](CO)[C@@H]2Cn3c(ccc(/C=C/c4ccccc4)c3=O)[C@@H]2N1C(=O)C1CC1 | -6 | 0 | -81 | nt
13 | Cc1ccc(C(=O)NC(C)c2ccc(S(N)(=O)=O)cc2)s1 (configuration not stated) | 6 | -1 | -3 | 2
14 | Cc1cc(/C=C2/NC(=S)NC2=O)c(C)n1-c1cccnc1 | -5 | 2 | 4 | 1
15 | Cc1cccc(C)c1NC(=O)C(c1ccccc1)N1CCC(c2ccccc2)CC1 (configuration not stated) | nt | 3 | -5 | -5
16 | COc1ccc(Cl)cc1NC(=O)COC(=O)c1cc(NS(=O)(=O)c2cccs2)ccc1O | nt | -1 | -2 | 0

nr | LGR2 antag | esBAF inh | S100A4 MyoIIA
9 | -16 | nt | -1
10 | -7 | 2 | -7
11 | ? | 9 | 17
12 | 14 | 0 | -5
13 | 4 | 1 | -10
14 | 2 | ? | -8
15 | -16 | nt | 0
16 | 10 | nt | -5

The listing continues.
nr | Molecule | C2C12 statin | Casp6 inh | SIRT5 block | FN deposition inh
17 | Cc1cc([N+](=O)[O-])cc2c1NCC1CC=CC21 (configuration not stated) | nt | 2 | 1 | -23
18 | CC(=O)c1ccc(S(=O)(=O)NC2CC(=O)N(c3ccc(C)c(C)c3)C2)cc1 (configuration not stated) | -2 | 3 | 0 | -5
19 | CC[C@H](C)C(=O)O[C@H]1C[C@@H](C)C=C2C=C[C@H](C)[C@H](CC[C@@H]3C[C@@H](O)CC(=O)O3)[C@H]21 | -3&6 | 4&8 | 0 | -9
20 | CC(C)NC(=O)Nc1ccc2c(c1)C(=O)N([C@@H](C)CO)C[C@H](C)[C@@H](CN(C)Cc1ccccc1)O2 | 6 | -2 | -1 | nt
21 | CCCn1ncc(CN2CCC(Cc3cccc(F)c3)(C(=O)OCC)CC2)c1C | -5 | -2 | -1 | -12
22 | COc1ccccc1CNC(=O)C1(C)Oc2cccnc2NC1=O (configuration not stated) | nt | -1 | -2 | -3
23 | C[C@H](CO)N1C[C@H](C)[C@@H](CN(C)Cc2ccc(-c3ccccc3)cc2)Oc2ncc(C#CCN(C)C)cc2C1=O | 7 | 1 | 0 | nt
24 | O=C(c1cc(-c2ccc(Cl)cc2)on1)N1CCCCCC1 | -11 | -4 | -1 | -2

nr | LGR2 antag | esBAF inh | S100A4 MyoIIA
17 | -39 | nt | 2
18 | -5 | 1 | -8
19 | 1&-10 | 1&-44 | 1&2
20 | 3 | -2 | -13
21 | 2 | 8 | -1
22 | 1 | nt | 0
23 | 4 | -3 | -10
24 | -52 | 11 | 5

(listing goes on)
nr | Molecule | C2C12 statin | Casp6 inh | SIRT5 block | FN deposition inh
25 | C[C@H](CO)N1C[C@H](C)[C@H](CN(C)C(=O)Nc2ccc(C(F)(F)F)cc2)Oc2c(NC(=O)Nc3cccc4ccccc34)cccc2C1=O | 23 | -1 | 6 | nt
26 | COCc1cn(CC[C@H]2CC[C@@H](NC(=O)c3ccncc3)[C@@H](CO)O2)nn1 | -4 | 7 | -2 | -15
27 | CCOC(=O)CSc1nc2ccc(N)cc2s1 | 15 | nt | nt | nt
28 | C[C@@H]1CCCCO[C@@H](CN(C)Cc2ccc(C(F)(F)F)cc2)[C@H](C)CN([C@H](C)CO)C(=O)c2cc(NC(=O)Nc3ccc4c(c3)OCO4)ccc2O1 | nt | 0 | 5 | nt
29 | COc1cccc(NS(=O)(=O)c2ccc(Br)s2)c1 | 7 | nt | nt | 7
30 | Cc1ccc(C(=O)Nc2ccc(S(=O)(=O)N3CCc4ccccc43)cc2)o1 | -36 | nt | nt | -9
31 | Cn1cc(CNC(=O)C2CCC(=O)N(Cc3ccc(Cl)cc3)C2)cn1 (configuration not stated) | -5 | -2 | -9 | 4
32 | CCN(C(=O)COc1cccc2cccnc12)C1CCS(=O)(=O)C1 (configuration not stated) | nt | 13 | 5 | nt

nr | LGR2 antag | esBAF inh | S100A4 MyoIIA
25 | 1 | 1 | 3
26 | 19 | -2 | 3
27 | -3 | 12 | nt
28 | 23 | -1 | 2
29 | nt | 3 | nt
30 | 3 | -2 | nt
31 | 0 | 2 | 2
32 | 11 | nt | 23

Continued; it opens with the 7 that closed the last part.
nr | Molecule | C2C12 statin | Casp6 inh | SIRT5 block | FN deposition inh
26 | COCc1cn(CC[C@H]2CC[C@@H](NC(=O)c3ccncc3)[C@@H](CO)O2)nn1 | -4 | 7 | -2 | -15
27 | CCOC(=O)CSc1nc2ccc(N)cc2s1 | 15 | nt | nt | nt
28 | C[C@@H]1CCCCO[C@@H](CN(C)Cc2ccc(C(F)(F)F)cc2)[C@H](C)CN([C@H](C)CO)C(=O)c2cc(NC(=O)Nc3ccc4c(c3)OCO4)ccc2O1 | nt | 0 | 5 | nt
29 | COc1cccc(NS(=O)(=O)c2ccc(Br)s2)c1 | 7 | nt | nt | 7
30 | Cc1ccc(C(=O)Nc2ccc(S(=O)(=O)N3CCc4ccccc43)cc2)o1 | -36 | nt | nt | -9
31 | Cn1cc(CNC(=O)C2CCC(=O)N(Cc3ccc(Cl)cc3)C2)cn1 (configuration not stated) | -5 | -2 | -9 | 4
32 | CCN(C(=O)COc1cccc2cccnc12)C1CCS(=O)(=O)C1 (configuration not stated) | nt | 13 | 5 | nt
33 | O=C(Nc1ccc(F)cc1)N1CCCCN2[C@@H](CO)[C@H](c3ccc(C#CC4CC4)cc3)[C@@H]2C1 | -186 | -2 | -1 | nt
34 | COc1cc(NC(=O)c2ccc(OC)c([N+](=O)[O-])c2)ccc1NC(=O)c1ccco1 | nt | 2 | -3 | 0
35 | COc1ccc(OCc2cc(C(=O)N(C)Cc3cnccn3)no2)c(Cl)c1 | nt | 3 | 0 | -1
36 | O=C(NCc1cccnc1)Nc1ccc(Br)cc1 | -12 | -3 | -1 | -3
37 | COc1cccc(NC(=O)N[C@@H]2C=C[C@@H](CC(=O)N3CCN(C)CC3)O[C@H]2CO)c1 | 16 | -1 | -1 | nt
38 | O=C(Nn1cnnc1)c1ccc(Br)s1 | nt | 5 | -2 | 1
39 | COC(=O)c1cc(S(=O)(=O)N2CCCCCC2)cn1C | 2 | -1 | 3 | -8
40 | CC1(C)Cc2c(sc(NC(=O)c3ccc(S(=O)(=O)N4CCCCCC4)cc3)c2C(N)=O)C(C)(C)N1 | -7 | -2 | -3 | 8

nr | LGR2 antag | esBAF inh | S100A4 MyoIIA
26 | 19 | -2 | 3
27 | -3 | 12 | nt
28 | 23 | -1 | 2
29 | nt | 3 | nt
30 | 3 | -2 | nt
31 | 0 | 2 | 2
32 | 11 | nt | 23
33 | 30 | -3 | 13
34 | 9 | nt | 5
35 | -31 | nt | -3
36 | 0 | 17 | 2
37 | 14 | -1 | -6
38 | nt | nt | 1
39 | 10 | -10 | 5
40 | -12 | -3 | -8

Next part.
nr | Molecule | C2C12 statin | Casp6 inh | SIRT5 block | FN deposition inh
41 | CCCCNC(=O)c1cn(CC)c2ccc(S(=O)(=O)N3CCCC3)cc2c1=O | -8 | -4 | 0 | 7
42 | CCOc1ccc(CCNC(=O)C2CCCN2C(=O)OCc2ccccc2)cc1OCC (configuration not stated) | 8 | 0 | -1 | -14
43 | O=C(c1nnc(Cc2ccc(Cl)cc2)o1)N1CCc2ccccc2C1 | -1 | 1 | 0 | 3
44 | Cc1cccc(NC(=O)C2CCN(S(=O)(=O)c3ccc4c(c3)OCCCO4)CC2)n1 | -7 | 1 | 1 | 0
45 | CCNC(=O)CC1C(=O)N(c2ccccc2)C(=O)N1CCOC (configuration not stated) | 0 | 1 | -2 | -5
46 | Cn1c(=O)cc(N2CCOCC2)[nH]c1=O | 9 | 0 | 1 | 7
47 | O=C1C2C3CCC(C3)C2C(=O)N1Cc1ccco1 (configuration not stated) | 0 | nt | nt | 7
48 | O=C(c1cnc(N2CCN(c3ncccn3)CC2)c2ccccc12)N1CCN(c2ncccn2)CC1 | 14 | nt | nt | -5

nr | LGR2 antag | esBAF inh | S100A4 MyoIIA
41 | 2 | -4 | ?
42 | -2 | 6 | -3
43 | -16 | -6 | -1
44 | 19 | 1 | -1
45 | 15 | -6 | 1
46 | 22 | -11 | -5
47 | 4 | 3 | nt
48 | nt | 7 | nt

The list continues.
nr | Molecule | C2C12 statin | Casp6 inh | SIRT5 block | FN deposition inh
49 | c1ccc(OC2CCCCC2N2CCOCC2)cc1 (configuration not stated) | nt | -3 | nt | -1
50 | C[C@@H]1CCCCO[C@H](CN(C)Cc2ccc(C(F)(F)F)cc2)[C@H](C)CN([C@H](C)CO)C(=O)c2cc(NC(=O)NC3CCCCC3)ccc2O1 | nt | -2 | -1 | nt
51 | COc1ccccc1C(=O)Nc1ccc2c(c1)C(=O)N(C)[C@@H]1CC[C@@H](CC(=O)NCCc3ccncc3)O[C@H]1CO2 | 3 | 0 | -4 | -15
52 | CC=Cc1ccc2n(c1=O)C[C@H]1[C@H](CO)[C@@H](C(=O)NCC(F)(F)F)[C@@H]2N1C(C)=O (mixture of isomers) | -14 | 1 | -14 | nt
53 | CN(Cc1cn(C)nc1-c1ccc(Oc2ccccc2)cc1)C1CCOC1 (configuration not stated) | nt | 0 | -3 | -12
54 | COCCN1Cc2cccc(C(=O)NCCCN3CCCC3=O)c2C1=O | -2 | -2 | -4 | -12
55 | CC1CN(C(=O)c2ccccc2Sc2ccccc2C#N)CC(C)O1 (configuration not stated) | 2 | nt | nt | -8

nr | LGR2 antag | esBAF inh | S100A4 MyoIIA
49 | 1 | nt | 2
50 | 10 | 4 | -17
51 | 7 | -1 | 1
52 | -4 | -1 | -1
53 | 3 | nt | -2
54 | -2 | -3 | -3
55 | nt | -2 | nt
